Bioassay records from PubChem.
tuberculosis growth = growth inhibition of non-replicating M. tuberculosis (AID 488890). Mycobacterium tuberculosis non-replicating, growth inhibition; higher % means a stronger effect. inhibition, % at 25 µM; hits with a dose series show IC50 in µM. 0.39% of 320,000 active; in the data active means a potency from the dose series; inconclusive means inhibition mostly from about 82% at the one dose, without a potency; inactive means the rest, 99 in 100 with inhibition below about 76%;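 further: plate controls were DMSO cells for no effect and high antibiotic wells for full effect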
Salmonella PhoP GFP = PhoP regulon inhibitors, Salmonella typhi PhoP promoter GFP reporter, confirmatory (AID 1850). Salmonella Typhi PhoP-promoter GFP reporter, fluorescence, 4 h; higher % means a stronger effect. one-dose inhibition, % at 50 µM; IC50 in µM for titrated hits. 0.33% of 310,000 active; in the data active means a potency from the dose series; inconclusive means inhibition mostly from about 25% at the one dose, without a potency; inactive means the rest, 99 in 100 with inhibition below about 19%;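 further: 0% = induced wells with vehicle and 100% = uninduced wells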
VEEV TC-83 Vero = inhibitors of VEEV TC-83 cytopathic effect, confirmation, Vero cells (AID 588727); Vero cells, VEEV TC-83 cytopathic effect inhibition; higher % means a stronger effect; inhibition, % at 20 µM; hits with a dose series show IC50 in µM; 0.13% of 350,000 active; in the data active means a potency from the dose series; inconclusive means inhibition mostly from about 14% at the one dose, without a potency; inactive means the rest, 99 in 100 with inhibition below about 12%; further: strong numbers were not always called active
H37Rv inhibition = M. tuberculosis growth inhibition, HTS (AID 449762); M. tuberculosis H37Rv growth inhibition, 7H9 media; higher % means a stronger effect; inhibition, % at 25 µM; hits with a dose series show IC50 in µM; 0.59% of 330,000 active; in the data active means a potency from the dose series; inconclusive means inhibition above about 70% without an active follow-up result;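 further: bacterial growth assessed after seven days of incubation; strong numbers were not always called active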
H1N1 NS1A inhibition = NS1A inhibition, H1N1 influenza, cell based functional assay (AID 504329). NS1A functional cell-based assay, percent inhibition; higher % means a stronger effect. inhibition, % at 12.5 µM; hits with a dose series show IC50 in µM. 0.3% of 340,000 active; in the data active means a potency from the dose series; inconclusive means inhibition above about 27% without an active follow-up result; further: strong numbers were not always called active
VEEV TC-83 Vero 10K pilot screen = further read-out of VEEV TC-83 Vero, marked with its call; inhibition, %; measured here: 10K pilot screen inhibition
* = called active by the depositor; i = inactive; ? = inconclusive; nt = not tested or not shown.

SMILES	tuberculosis growth	Salmonella PhoP GFP	VEEV TC-83 Vero	H37Rv inhibition	H1N1 NS1A inhibition	others
O=C1C(=O)N(CCCn2ccnc2)C(c2ccc(Br)cc2)/C1=C(\O)c1ccc2c(c1)OCCO2 (configuration not stated)	48%	-12%	0.5%	-5%	9%
COc1ccc(N2CC(O)=C(c3nc(-c4ccc(F)cc4)cs3)C2=N)cc1Cl	-1%	-9%	i	15%	5%
O=C(CSc1ncnc2c1cnn2-c1ccccc1)Nc1ccc2c(c1)OCO2	57%	-4%	1.9%	11%	-1%
Cc1ccc(S(=O)(=O)CCC(=O)Nc2cccc([N+](=O)[O-])c2)cc1	32%	9%	i	3%	-1%
CCN(CC)S(=O)(=O)c1c(OC)cc(C)c(Cl)c1C	24%	6%	i	3%	5%
C[C@@H]1C[C@@H]2OC(=O)[C@]3(C)[C@H]2[C@@H](OC3(C)O)[C@]2(C)C(=O)C=C[C@H]12 (some centres not stated)	-8%	-14%	0.4%	47%	0%	VEEV TC-83 Vero 10K pilot screen=2.3
COc1cccc(-n2cc(CNCc3c(C(=O)N(C)C)nc4ccc(Cl)cn34)cn2)c1	3%	15%	0.2%	-6%	26%
Cc1ccc(NC(=O)C/C(N)=N/OC(=O)Nc2ccc(C)c(Cl)c2)cc1	78%	nt	1.3%	2%	1%
Cc1cccc(-n2c(C)nc3ccccc3c2=O)n1	1%	-4%	0.5%	-3%	-3%
COc1ccccc1-c1nn(-c2ccccc2)cc1C(=O)N1CCN(C(=O)c2ccco2)CC1	24%	nt	3.5%	-1%	-3%
O=C(Cn1cnc2c(cnn2-c2ccccc2)c1=O)Nc1cc(S(=O)(=O)N2CCOCC2)ccc1Cl	-17%	1%	8.2%	-10%	-1%
CCCCCCCCCCn1ccc(=N)cc1	i	22%	i	2%	-17%
CN(C)S(=O)(=O)c1cccc(C(=O)NC2CCSc3ccccc32)c1 (configuration not stated)	1%	-8%	3.2%	-5%	-6%
C/C(=N\NC(=O)Cc1ccc(F)cc1)c1ccc(F)cc1	-10%	-7%	i	1%	-3%
CCCCCCCN1C2=NCCN2c2ccccc21	27%	-4%	i	-5%	-11%
CC1CCCCN1C(=O)CCS(=O)(=O)c1cccc2nonc12 (configuration not stated)	20%	6%	1.0%	1%	-1%
Cc1ccc(C)c(C(C)NC(=O)C2CC=CCC2C(=O)O)c1 (configuration not stated)	-12%	nt	1.1%	-12%	7%
COc1ccc(OC)c(N=Cc2c(O)n(Cc3ccccc3)c(=S)[nH]c2=O)c1	-2%	2%	1.6%	6%	-5%
Cc1ccc(NCCCCO)cc1C	12%	-14%	0.1%	8%	-21%
O=C(Nc1ccc(Cl)c(Cl)c1)Nc1cc(S(=O)(=O)N2CCOCC2)ccc1N1CCCC1	13%	-6%	0.2%	5%	4%
COc1ccc(-c2[nH]ncc2CN(C)CCCN2CCOCC2)cc1F	-6%	6%	i	-4%	4%
CCc1cc(Br)ccc1NC(=O)C1CCCO1 (configuration not stated)	nt	4%	1.5%	nt	1%
Cc1nn(-c2ccccc2)c(N2CCCC2)c1/C=N/NC(=S)Nc1ccc(F)cc1	-16%	16%	i	-2%	1%
Cc1ccc(C(=O)CC(C(=O)O)n2ccc(C)n2)cc1 (configuration not stated)	-7%	-2%	0.7%	-1%	-1%
COc1ccc(C)cc1NS(=O)(=O)c1ccc2c(c1)CCN2C(C)=O	0%	1%	i	6%	-2%

The listing continues:
SMILES	tuberculosis growth	Salmonella PhoP GFP	VEEV TC-83 Vero	H37Rv inhibition	H1N1 NS1A inhibition	others
O=C(O)c1ccc(NC(=O)c2cccc(C(=O)Nc3ccc(C(=O)O)cc3)c2)cc1	-14%	4%	i	-2%	0%
CN1CCN(S(=O)(=O)c2cccc(C(=O)Nc3sc4c(c3-c3nc5ccccc5[nH]3)CCCC4)c2)CC1	16%	-14%	7.4%	?	4%
COc1cc(NC(=S)N2CCC(C(N)=O)CC2)c(OC)cc1Cl	-8%	-6%	0.9%	4%	-6%
Cc1[nH]nc2c1C(c1ccc(O)cc1)C1=C(CC(C)(C)CC1=O)N2 (configuration not stated)	-1%	7%	0.6%	-5%	-5%
CCC[n+]1c2ccccc2cc2ccccc21	31%	-17%	0.3%	2%	-4%
CCOc1ccc(NC(=O)CN2CCc3cc4c(cc3C2)OCCCO4)cc1OCC	-4%	-1%	0.1%	-14%	5%
Cc1ccc(N=Nc2c(=O)[nH]n3c(C)cc(C)nc23)cc1	?	1%	0.7%	?	0%
O=C(NC(Cc1ccccc1)c1nc2ccccc2[nH]1)c1cccc([N+](=O)[O-])c1 (configuration not stated)	14%	8%	2.9%	-1%	5%
CCCCN(C)C1CCN(C(=S)Nc2cccc(OC)c2)CC1	12%	-1%	0.5%	-8%	-3%
CCOC(=O)CC(C(=O)OCC)P(=O)(c1ccccc1)c1ccccc1 (configuration not stated)	11%	-4%	0.1%	6%	-3%
Cc1ccsc1C(=O)OCC(=O)Nc1c(C)n(C)n(-c2ccccc2)c1=O	-14%	-3%	0.5%	-3%	-6%
NC(=O)c1ccccc1NC(=O)CN1CCOCC1	-10%	7%	2.8%	5%	-3%
CCOC(=O)Cc1csc(NC(=S)NC(=O)c2cc(OC)cc(OC)c2)n1	27%	-2%	i	-3%	-4%
CSc1nsc(N/N=C/c2ccc3c(c2)OCO3)c1C#N	-1%	-6%	i	12%	-5%
CCn1c(=O)c(C(=O)NCCCc2ccccc2)c(O)c2ccccc21	4%	-2%	7.3%	5%	-23%
N=C(N)SCc1cn2ccccc2n1	-3%	7%	2.0%	-3%	-6%
CCOC(=O)c1cc2c(c(CCO)n1)[C@H](CCO)N(S(=O)C(C)(C)C)C2 (some centres not stated)	nt	nt	i	nt	-14%
O=C(CN1CCN(S(=O)(=O)c2cccc(Br)c2)CC1)N1CCCCC1	-8%	nt	1.9%	-5%	-4%
O=C(CN1C(=O)/C(=C\c2cccc(Cl)c2)Sc2ccccc21)NCCCN1CCOCC1	32%	-24%	?	15%	6%
Cc1cc(C)n2nc(C(=O)NCc3cccc(C(F)(F)F)c3)nc2n1	9%	-2%	i	3%	3%
Cc1noc(COc2ccccc2OCC(N)=O)n1	-3%	4%	0.8%	-2%	nt
COC(=O)c1sccc1NC(=O)CNC(=O)c1ccccc1	-3%	14%	0.4%	0%	-2%
Cc1ccc(C=Nc2ccccc2C(=O)Nc2ccccc2)cc1	14%	6%	1.3%	-7%	-7%
Cn1c(C(=O)NCc2ccccn2)cc2c(=O)n3ccccc3nc21	-13%	-11%	1.3%	-5%	1%
C=CCn1c(-c2csc(-c3ccccc3)n2)n[nH]c1=S	1%	-6%	3.4%	-10%	0%

In the list so far, these have an aryl thioether with sulfur outside any ring.
SMILES	tuberculosis growth	Salmonella PhoP GFP	VEEV TC-83 Vero	H37Rv inhibition	H1N1 NS1A inhibition	others
O=C(CSc1ncnc2c1cnn2-c1ccccc1)Nc1ccc2c(c1)OCO2	57%	-4%	1.9%	11%	-1%
CSc1nsc(N/N=C/c2ccc3c(c2)OCO3)c1C#N	-1%	-6%	i	12%	-5%

(cont.)
SMILES	tuberculosis growth	Salmonella PhoP GFP	VEEV TC-83 Vero	H37Rv inhibition	H1N1 NS1A inhibition	others
Cc1cc(NC(=O)Cn2nnc(-c3ccccc3N)n2)no1	13%	-2%	0.1%	0%	-3%
Nc1c(S(=O)(=O)c2ccccc2)c2nc3ccccc3nc2n1/N=C/c1cccc(O)c1	35%	-5%	i	52%	5%
Nc1nc(CN2CCN(c3ccccn3)CC2)nc(Nc2ccc(Cl)cc2)n1	77%	-1%	24%	?	0%
Cc1ccc(NC(=O)CNNC(=O)c2cccc([N+](=O)[O-])c2)cc1[N+](=O)[O-]	?	nt	3.0%	52%	1%
Cn1c(N)c(C(=O)CN2CCc3ccccc3C2)c(=O)n(C)c1=O	25%	9%	0.2%	7%	-7%
CC(C)N1CCN(Cc2cc3ccccc3[nH]2)CC1CCO (configuration not stated)	4%	-1%	0.3%	-5%	-4%
CC(=O)Nc1ccc(C=NNc2nnc(NN=Cc3ccc(NC(C)=O)cc3)c3ccccc23)cc1	nt	nt	3.4%	nt	6%
CCc1nnc(NC(=O)CCn2cnc3ccccc3c2=O)s1	5%	14%	1.1%	-6%	nt
CC(NC(=O)c1ccccc1)c1nnc(SCc2nc3ccccc3c(=O)[nH]2)n1C (configuration not stated)	-16%	16%	i	-1%	5%
O=C(NC1CCCN(Cc2ccc(Cl)cc2)C1)c1ccccc1-c1ncc[nH]1 (configuration not stated)	nt	nt	1.8%	nt	0%
CCn1c(NC(C)=O)nc2ccccc21	?	-2%	1.7%	32%	-8%
COCCN1C(=O)c2cc(C(=O)Nc3ccc(OC)c(OC)c3)ccc2C1Nc1ccc(OC)c(OC)c1 (configuration not stated)	-3%	-8%	0.7%	2%	-13%
COc1ccc(-c2ccc(/C=C(\NC(=O)c3ccccc3)C(=O)N3CCOCC3)o2)cc1	44%	-9%	0.5%	8%	-11%
CC(=C/c1ccco1)/C=N/N1CCN(c2ccccc2)CC1	29%	7%	i	9%	1%
O=C(NC1CCCCC1)c1ccc(-n2cncn2)c([N+](=O)[O-])c1	2%	nt	1.4%	6%	-17%
COc1ccccc1-c1nnc(SCC(=O)Nc2c(Cl)cccc2Cl)o1	17%	-10%	2.8%	-11%	-8%
COc1ccc(CNCC(=O)N2CCC3(CC2)OCCO3)cc1	-22%	-10%	0.2%	-4%	4%
CC1=C(C(=O)OC(C)C)C(c2ccc(Br)s2)NC(=O)N1 (configuration not stated)	26%	-9%	0.1%	3%	-5%
COc1ccc2cc3cc(C(=O)Nc4ccccc4N4CCN(C)CC4)oc3nc2c1	?	3%	7.0%	?	8%
COC(=O)c1cc(NS(=O)(=O)c2ccc(NCc3cccnc3)c(N)c2)cc(C(=O)OC)c1	-6%	-7%	2.2%	1%	-4%
CCN(CC)CCNC(=O)C1c2cc(OC)c(OC)cc2C(=O)N2CCc3ccccc3C12 (configuration not stated)	-8%	-11%	i	3%	8%
COc1ccc(OCc2cc(C(=O)NCc3nc(C)cs3)no2)c(Cl)c1	61%	1%	6.4%	5%	2%
COc1ccc(-c2cc(C)nc3nc(N)nn23)cc1	-3%	-11%	i	-10%	-1%	VEEV TC-83 Vero 10K pilot screen=1.5
Nc1nc(Nc2ccccc2)nc(N2CCOCC2)c1[N+](=O)[O-]	7%	-2%	i	3%	16%
Cc1cccc(C)c1OCc1cc(C(=O)N2CCN(c3ccccc3)CC2C)no1 (configuration not stated)	44%	6%	9.0%	62%	2%

(more compounds)
SMILES	tuberculosis growth	Salmonella PhoP GFP	VEEV TC-83 Vero	H37Rv inhibition	H1N1 NS1A inhibition	others
CC1(C)CC(=O)C=C(Nc2cccc(Cl)c2Cl)C1	-4%	-4%	1.5%	?	-19%
CCOC(=O)Cc1csc(NC(=O)/C=C/c2ccc(Cl)cc2)n1	62%	0%	2.2%	3%	-10%
CC1CCN(C(=O)CN(c2ccc(Oc3ccccc3)cc2)S(C)(=O)=O)CC1	8%	1%	i	-4%	-7%
COc1cc(C(C#N)N2CCOCC2)ccc1O (configuration not stated)	14%	-2%	3.9%	0%	18%
Cc1ccc(Cn2c(O)c(N=O)c3ccccc32)cc1	1%	-7%	1.0%	2%	6%
O=C(CN1C(=O)NC2(CCCCC2)C1=O)Nc1ccccc1N1CCCC1	9%	5%	2.0%	4%	9%
O=C(NC1CCCC1)C1CCN(c2nccs2)CC1	-7%	-2%	0.5%	-3%	-8%
Cc1ccc(NC(=O)c2ncn(CC(=O)NCc3ccc4c(c3)OCO4)n2)cc1C	nt	nt	0.9%	nt	0%
CCCCn1c(=O)c(CCC(=O)OCC(=O)NCc2ccc(OC)c(OC)c2)nc2ccccc21	4%	2%	1.7%	-2%	1%
Cc1cc(C(=O)COC(=O)C2=NNC(=O)CC2)c(C)n1-c1cccc(C(F)(F)F)c1	6%	1%	i	-2%	7%
COc1ccccc1C(=O)NCCC(=O)N(C)CC(=O)Nc1ccc(C)cc1	-13%	2%	3.8%	-8%	-6%
N#CC1c2ccccc2-n2nncc2CN1Cc1cc(Cl)cc(Cl)c1 (configuration not stated)	nt	nt	2.3%	nt	-4%
S=P(N1CCCCCC1)(N1CC1)N1CC1	nt	nt	i	nt	2%

In the list so far, these have a COOH group.
SMILES	tuberculosis growth	Salmonella PhoP GFP	VEEV TC-83 Vero	H37Rv inhibition	H1N1 NS1A inhibition	others
Cc1ccc(C)c(C(C)NC(=O)C2CC=CCC2C(=O)O)c1 (configuration not stated)	-12%	nt	1.1%	-12%	7%
Cc1ccc(C(=O)CC(C(=O)O)n2ccc(C)n2)cc1 (configuration not stated)	-7%	-2%	0.7%	-1%	-1%
O=C(O)c1ccc(NC(=O)c2cccc(C(=O)Nc3ccc(C(=O)O)cc3)c2)cc1	-14%	4%	i	-2%	0%
